Screening results: PubChem BioAssay, National Center for Advancing Translational Sciences (NCATS)
uPA generation: blocks generation of uPA at the cell surface. AID 540303. actives 0.31% (n = 330,000). Potency, µM (highest dose often 38.3 µM), for inactives: at the highest dose activity change, negative = inhibition, actives largely listed as inhibitors. cell surface uPA generation assay, qHTS; active means well fitted inhibition curve with a large enough effect; inconclusive means small, poorly fitted or top-dose-only effect; inactive means no such curve, though single readings can be large or run the other way; tested in mouse RAW 264.7 cells; further: potency means the concentration at half of the fitted maximal effect; nearly all actives have a fitted effect of over 55% in size
Coupling enz: coupling enzyme interference in Giardia aldolase counter-screen; actives 0.67% (n = 290,000); AID 2472; activity change, negative = inhibition, % at 58.2 µM, hits read low; coupling enzyme system counterscreen, AmpLite Red fluorescence; in the data active means activity change below about -30%
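Coupling enzymes only (glyceraldehyde-3-phosphate) + compound, at 57.5 uM final, 10 min RT; add substrate/coupling/AmpLite Red mix, 20 min RT; fluorescence ex 525/em 598 nm. Actives flag coupling-system interference.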
B2AR arrestin: agonists driving beta-arrestin recruitment to human beta2-adrenergic receptor. P07550. beta-arrestin recruitment to beta2AR, cell-based reporter. Potency, µM (titrated, usually from 46.1 µM), for the others: top-dose activation, usual class: activators. actives 0.02% (n = 330,000);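 further: potency means the concentration at half of the fitted maximal effect; 0% = DMSO controls and full agonism = EC100 isoproterenol or metaproterenol; nearly all actives have a fitted effect of over 65% in size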
Giardia killer: kills Giardia lamblia; Giardia lamblia trophozoite viability; activity change, % at 7.66 µM, hits read low; actives 0.15% (n = 340,000); in the data active means activity change below about -80%; inconclusive means between about -30% and that limit;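 further: parasites exposed to compound for two days anaerobically before the ATP read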
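Each well holds 100 Giardia trophozoites and compound. After two days (48 hrs) at 37 deg C in anaerobic conditions, ATP is quantified by luminescence.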
GALK inhibitor: blocks human galactokinase activity. Purified GALK, Kinase-Glo residual ATP luminescence. Potency, µM (doses to about 57.5 µM), for the others: top-dose activity change, negative = inhibition, actives largely listed as inhibitors. AID 1868. actives 0.007% (n = 270,000). P51570; further: potency means the concentration at half of the fitted maximal effect
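Quantitative HTS: GALK 5 nM, ATP 35 uM, galactose 100 uM, 1 h room temperature, then luciferase-based ATP detection.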
BCR signal inh: inhibitors of chronic active B-cell receptor signaling; ABC-DLBCL IkBa-CBG/CBR reporter, luminescence ratio, 4 h; Potency, µM (doses to about 46.1 µM), for inactives: at the top dose ratio change, negative = lower green/red ratio, usual class: inhibitors; actives 0.05% (n = 340,000); active means well fitted inhibition curve with a large enough effect in the signal ratio, with a control signal flat, not every such curve was filed as active; inconclusive means small, poorly fitted or top-dose-only effect, or effect the other way, or a change in a side signal; the % refers to the signal ratio;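 further: potency means the concentration at half of the fitted maximal effect; plate controls were basal doxycycline-induced cells for no effect and cells given 10 µM MG132 for full effect; MG132 reads +100%, hits lower the ratio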
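TMD8 human ABC-DLBCL cells with doxycycline-inducible IκBα–green luciferase fusion and unfused red luciferase, in 0.5% FBS medium; compounds up to 46 uM, 4 h at 37C. Green/red luminescence ratio, filter-overlap corrected, fitted to concentration-response curves.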
KCNH2 3.1 inh: blocks the human KCNH2 3.1 channel isoform; U2OS KCNH2 3.1, thallium flux FluxOr; hits give low values; activity change, % (tested at about 1.8 µM); actives 0.95% (n = 340,000); AID 720553;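 active means maximum activity change below -70%; inconclusive means maximum activity change from -70% to -50%; inactive means maximum activity change above -50%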;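 further: thallium influx rate constant from kinetic fluorescence after stimulation buffer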
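Normalized rate constant (relative to positive and negative DMSO controls) derived from a 2 min kinetic fluorescence read after stimulation; U2OS cells expressing the 3.1 isoform via virus at 1.77 x 10^8 /mL.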
USP2a inh: blocks human ubiquitin-specific protease USP2a; O75604; USP2 core, Ub-CHOP2 coupled fluorogenic reporter, 485/531; Potency, µM (doses to about 38.3 µM), for inactives: at the highest dose activity change, negative = inhibition, hits mostly inhibitors; actives 0.01% (n = 330,000); AID 463254;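 further: potency means the concentration at half of the fitted maximal effect; plate controls were DMSO wells for no effect and full inhibition by NEM control for full effect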
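Cell-free coupled assay: 10nM USP2 core preincubated 30min RT with compound in Tris-HCl pH 8.0/CaCl2/CHAPS buffer, then 25nM Ub-CHOP2 and 25nM reporter substrate; fluorescence (Ex 485/Em 531) read after 60min RT, normalized to NEM inhibition, concentration-response curves fitted.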
hERG WT inh: KCNH2 (human, wildtype) channel inhibition | Q12809 | U2OS, BacMam KCNH2, thallium flux FluxOr; hits give low values | activity change, % at 1.84 µM | actives 0.37% (n = 340,000) | AID 720551;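 active means maximum activity change below -70%; inconclusive means maximum activity change between -70% and -50%; inactive means maximum activity change above -50%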
Target sequence (Q12809 whole entry, looked up): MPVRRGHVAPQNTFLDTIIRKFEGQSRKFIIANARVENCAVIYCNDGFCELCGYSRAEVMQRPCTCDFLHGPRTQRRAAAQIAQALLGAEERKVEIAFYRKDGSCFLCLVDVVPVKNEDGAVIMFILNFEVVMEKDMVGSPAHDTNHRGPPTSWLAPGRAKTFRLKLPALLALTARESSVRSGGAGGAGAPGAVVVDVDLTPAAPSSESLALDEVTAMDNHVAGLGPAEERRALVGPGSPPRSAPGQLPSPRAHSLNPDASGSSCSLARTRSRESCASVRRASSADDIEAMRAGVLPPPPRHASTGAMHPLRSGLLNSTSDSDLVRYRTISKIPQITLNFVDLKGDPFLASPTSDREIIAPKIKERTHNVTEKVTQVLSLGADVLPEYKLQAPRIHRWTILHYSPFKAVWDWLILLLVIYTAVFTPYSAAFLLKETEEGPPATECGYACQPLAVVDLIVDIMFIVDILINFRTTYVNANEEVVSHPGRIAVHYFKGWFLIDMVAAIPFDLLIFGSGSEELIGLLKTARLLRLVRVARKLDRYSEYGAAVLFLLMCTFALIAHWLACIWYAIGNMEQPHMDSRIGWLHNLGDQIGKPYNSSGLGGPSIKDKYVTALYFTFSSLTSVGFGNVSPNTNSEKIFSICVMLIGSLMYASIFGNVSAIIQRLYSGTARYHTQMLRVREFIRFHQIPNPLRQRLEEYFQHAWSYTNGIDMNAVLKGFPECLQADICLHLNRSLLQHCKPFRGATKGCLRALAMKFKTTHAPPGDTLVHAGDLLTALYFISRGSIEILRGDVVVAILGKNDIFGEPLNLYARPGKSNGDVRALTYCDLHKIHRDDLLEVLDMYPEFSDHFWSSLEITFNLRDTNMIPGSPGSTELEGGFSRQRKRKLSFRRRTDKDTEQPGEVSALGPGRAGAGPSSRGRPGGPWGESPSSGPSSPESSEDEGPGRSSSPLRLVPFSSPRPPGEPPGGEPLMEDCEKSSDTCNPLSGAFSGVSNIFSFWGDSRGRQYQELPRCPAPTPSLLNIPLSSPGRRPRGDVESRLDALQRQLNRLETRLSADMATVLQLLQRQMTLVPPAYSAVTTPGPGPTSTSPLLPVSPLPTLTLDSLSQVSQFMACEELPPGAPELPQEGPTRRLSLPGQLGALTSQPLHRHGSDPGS
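U2OS cells transduced with wild-type KCNH2 virus are loaded with FluxOr dye for 45 min, and thallium flux is measured in kinetic reads before and after stimulation buffer. Rate constants are normalized to DMSO controls.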
Eya2 phos inh: blocks the phosphatase activity of human Eya2; O00167; recombinant Eya2, OMFP fluorescence dephosphorylation (OMFP is methylfluorescein phosphate); Potency, µM (highest dose often 76.9 µM), inactives show at the top dose activity, negative = inhibition, actives largely listed as inhibitors; actives 0.006% (n = 330,000); further: potency means the concentration at half of the fitted maximal effect
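Eya2 (0.2 uM) preincubated 10 min at ambient with compound, then OMFP substrate added at 50 uM; 10 min reaction in 50 mM HEPES pH 7.5, 50 mM NaCl, 5 uM MgCl2, 0.05% BSA, 1 mM DTT. Fluorescence read at Ex 485/Em 525 nm.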
PKM2 act: activators of human pyruvate kinase M2. P14618. purified PKM2, Kinase-Glo ATP luminescence, activation; response scale: 0% is enzyme alone, no compound. Potency, µM (series often up to 57.5 µM), for inactives: top-dose activation, actives largely listed as activators. actives 0.34% (n = 260,000). AID 1631; further: potency means the concentration at half of the fitted maximal effect; nearly all actives have a fitted effect of over 55% in size
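Purified hPK-M2 (>95%) run at intermediate activity with 0.1 mM ADP and 0.5 mM PEP in 50 mM imidazole pH 7.2, KCl, MgCl2; 1 h room temperature. ATP formed read by Kinase-Glo luminescence; normalized to uninhibited and no-enzyme controls.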
* hit, by the source's call; ? = inconclusive; . = not tested or not shown. Unless noted, the call rests on the fitted dose curve; in most records, active means well fitted curve in the direction sought with a large enough effect; inconclusive means small, poorly fitted or top-dose-only effect, or another doubt; inactive means no such curve, though single readings can be large; an effect the other way counts as inactive or inconclusive. Unless noted, on the % scale 0 is the no-effect control and ±100 the full control effect.

SMILES | uPA generation | Coupling enz | B2AR arrestin | Giardia killer | GALK inhibitor | BCR signal inh | KCNH2 3.1 inh | USP2a inh | hERG WT inh | Eya2 phos inh | PKM2 act
COc1ccc2c(c1)c(=O)cc(-c1ccccc1)n2C | -2% | 0 | 0.3% | -13 | -2% | -6% | -11 | 0% | -7 | 4% | -18%
Cn1cc(CN2CCCC(CNC(=O)c3ccc4c(c3)OCO4)C2)c2ccccc21 (stereo not given) | 3% | 1 | -0.3% | -8 | 1% | 3% | -3 | 0% | 28 | 5% | -10%
O=C(Nc1ccc(F)c(Cl)c1)c1cc(-c2ccco2)on1 | 2% | -3 | 0.1% | -17 | -1% | ? | -16 | 0% | -11 | 1% | -9%
CCn1c(SCC(=O)O)nnc1-c1ccc2[nH]c(C)c(C)c2c1 | -6% | 2 | -1.8% | -8 | . | 1% | 7 | 2% | -3 | 3% | -17%
Cc1cccc(OC(C)C(=O)Nc2ccc(S(=O)(=O)N3CCCC3)cc2)c1 (stereo not given) | -3% | . | -0.4% | 10 | 3% | 0% | -188* | 1% | -11 | -17% | -1%
COc1cccc(NC(=O)CN(C)C(=O)c2c(-c3ccccc3)noc2C)c1 | 6% | . | -0.2% | -2 | -3% | -3% | 1 | 0% | -5 | 8% | -1%
Cc1ccc2c(c1)N(CC(=O)N1CCN(c3nc4ccccc4s3)CC1)C(=O)C(C)O2 (stereo not given) | . | 6 | 0.5% | 22 | -2% | ? | 1 | 2% | 7 | 6% | 7%
COc1cccc2cc3c(=O)oc4ccccc4c3nc12 | 7% | 2 | -0.9% | -16 | . | -7% | 0 | 4% | -4 | 15% | -8%
COc1ccc(C2CC(=O)c3sc(NC(C)=O)nc3C2)cc1 (stereo not given) | 12% | 5 | -0.6% | -10 | . | 5% | -6 | 2% | 10 | 0% | 11%
CC(C)C(NC(=O)c1ccc(C(C)(C)C)cc1)C(=O)Nc1ccc(N2CCOCC2)cc1 (stereo not given) | 1% | . | -0.3% | 8 | . | -1% | 3 | 4% | -6 | -1% | .
CC(C)NC(=O)NC(=O)CN1c2cccc3cccc(c23)S1(=O)=O | 2% | -3 | 0.1% | 13 | . | -12% | -1 | 2% | -4 | 2% | .
CCCCCCCc1n[nH]c(=S)n1Cc1ccccc1 | 7% | 4 | 0.8% | -17 | 0% | 11% | -20 | 0% | -2 | -27% | 1%
O=C(NNC(=O)c1ccncc1)Nc1cccc([N+](=O)[O-])c1 | 10% | -2 | -0.5% | ? | 0% | 3% | 12 | -1% | -3 | -6% | -2%
COc1ccc(C(=O)/C=C2\NCCc3cc(OC)c(OC)cc32)cc1OC | -8% | 1 | 0.4% | 3 | 2% | -12% | 4 | 26% | -9 | 12% | .
O=c1c2ccccc2nc2n1CCS2(=O)=O | 4% | 4 | -0.2% | -7 | . | 6% | -4 | -1% | -2 | -14% | -4%
CC(=O)c1ccc(NC(=O)c2cc3ccccc3o2)cc1 | ? | -4 | 0.4% | -23 | 1% | -1% | 1 | -1% | -12 | 4% | 2%
CC(=O)c1cc2c(cc1NC(=O)CN1CCCCCC1)OCO2 | 1% | -1 | 0.0% | -9 | -1% | 8% | -2 | 3% | 21 | -15% | 0%
CC(C)NC(=O)c1ccc2c(=O)n(C3CCCC3)c(=S)[nH]c2c1 | . | 4 | 0.3% | 4 | 2% | -1% | -6 | -6% | 15 | 5% | 14%
COc1cccc(NC(=O)N2CCN(S(C)(=O)=O)CC2)c1 | 0% | -1 | 0.1% | 13 | 0% | 1% | 6 | 1% | 0 | 13% | -3%
CCCOC(=O)Nc1ccc(C(N)=O)cc1 | -2% | 0 | 0.2% | -22 | -2% | 5% | 8 | -1% | -8 | 3% | 0%
CCc1ccc(CNCc2ccc(F)cc2)cc1 | 6% | 0 | -0.3% | -3 | . | ? | -13 | 2% | -4 | 8% | 3%
CC(=O)c1ccc(NC(=O)CSc2ccsc2[N+](=O)[O-])cc1 | -7% | 0 | -0.2% | ? | 2% | 4% | 7 | 1% | -4 | 3% | -23%
CCOc1ccc(NC(=O)CN2CCN(CC(=O)Nc3ccc4c(c3)OCO4)CC2)cc1 | 4% | 0 | -0.3% | 3 | 1% | 10% | -106* | -2% | -120* | 2% | 3%
COc1cc2nc(C3CCC3)n(NC(=O)c3ccco3)c(=O)c2cc1OC | -3% | 1 | -1.1% | 15 | -2% | 7% | -32 | 3% | -1 | -5% | -8%
